GLP-1R inv ag: GLP-1 receptor (human) inverse agonism | P43220 | HEK293 GLP-1R CRE-luciferase, luminescence, 24 h; GLP-1R form is constitutively active | Potency, µM (doses to about 38.3 µM), inactives show at the highest dose activity change, negative = inhibition, usual class: inhibitors | hit rate 1.6% among 410,000; note: potency is the fitted concentration of half-maximal effect; % is set by controls: 0 for no effect and ±100 for the full control effect; nearly all actives have a fitted effect of over 55% in size
Target sequence (P43220 whole entry, looked up): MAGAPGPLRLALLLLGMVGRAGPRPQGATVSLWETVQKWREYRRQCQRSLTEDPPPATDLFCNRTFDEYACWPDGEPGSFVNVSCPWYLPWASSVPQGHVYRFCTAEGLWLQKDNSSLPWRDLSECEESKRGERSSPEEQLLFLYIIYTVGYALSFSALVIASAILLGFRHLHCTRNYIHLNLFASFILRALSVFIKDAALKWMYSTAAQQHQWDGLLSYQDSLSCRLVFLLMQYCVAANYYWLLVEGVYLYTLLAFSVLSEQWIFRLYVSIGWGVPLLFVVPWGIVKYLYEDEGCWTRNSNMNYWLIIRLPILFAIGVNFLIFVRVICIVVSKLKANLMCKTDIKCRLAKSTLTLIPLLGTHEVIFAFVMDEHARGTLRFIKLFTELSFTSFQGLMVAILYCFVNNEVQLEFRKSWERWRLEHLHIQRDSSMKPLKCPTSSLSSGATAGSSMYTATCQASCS
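HEK293 cells stably co-expressing constitutively active GLP-1R and a cAMP-responsive luciferase reporter were seeded in DMEM with 10% Nu serum, given compounds after 12 h, and incubated 24 h at 37 deg C. Luminescence was then read.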
HEK293 tox: cytotoxic in the GLP-1 receptor inverse agonist counter-screen. HEK293 cAMP-luciferase reporter cells, luminescence, 24 h. Potency, µM (series often up to 38.3 µM), without a hit: at the highest dose activity change, negative = inhibition, most hits filed as inhibitors. hit rate 0.13% among 410,000;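 note: loss of luciferase light is scored as toxicity; potency is the fitted concentration of half-maximal effect; % is set by controls: 0 for no effect and ±100 for the full control effect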
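Cells in DMEM/10% Nu serum/1% pen-strep, 1536-well format. Pre-incubated 12 h, dosed with 23 nL compound, incubated a further 24 h. Luciferase detection, 12 min at room temp, luminescence.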
GLP1R ag: GLP-1 receptor (human) agonism | Potency, µM (titrated, usually from 45.6 µM), for inactives: at the highest dose activation, hits mostly activators | AID 624172 | HEK293 GLP-1R CRE-luciferase, luminescence, 4-6 h; cells express a hypersensitive GLP-1R form | hit rate 0.007% among 380,000 | P43220; note: potency is the fitted concentration of half-maximal effect; % of control where 0% means no effect
EPAC1 antagonist: antagonists of human EPAC1; O95398; EPAC1 GEF assay, Rap1b-BODIPY-GDP exchange fluorescence; hit rate 0.14% among 360,000; Potency, µM (series often up to 115 µM), for inactives: at the highest dose activity change, negative = inhibition, hits mostly inhibitors;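 note: potency is the fitted concentration of half-maximal effect; plate controls were vehicle for no effect and positive control for full effect; nearly all actives have a fitted effect of over 50% in size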
PLK1 PBD inh: PLK1 (human) polo-box domain binding inhibition; P53350; Plk1 PBD binding of FITC phosphopeptide, fluorescence polarization; Potency, µM, inactives show max response, negative = inhibition, hits mostly inhibitors; hit rate 2.8% among 360,000; note: potency is the fitted concentration of half-maximal effect; series mostly up to about 57 µM; % is set by controls: 0 for no effect and ±100 for the full control effect; nearly all actives have a fitted effect of over 65% in size
PTHR1 ag: PTHR1 (human) receptor agonism. HEK293 GP2 PTHR1 cells, GloSensor cAMP luminescence, 1 h. Q03431. AID 743266. hit rate 0.075% among 410,000. Potency, µM (top dose mostly 115 µM), for inactives: at the highest dose activation, hits mostly activators; note: potency is the fitted concentration of half-maximal effect; nearly all actives have a fitted effect of over 55% in size; some results filed as inactive show a strong effect at the top dose; inactives centre near -15; many of its hits are not listed in these tables
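HEK-293-derived GP2 cells expressing PTHR1 and a GloSensor cAMP reporter, 3,000/well, plated overnight, given luciferin plus IBMX (each 0.5 mM as added) for 1 h at 37 °C, then compound for 1 h at 37 °C. Luminescence was read after 15 min at room temperature.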
PI5P4Ka inh: PI5P4K alpha (human) kinase inhibition; hit rate 1.2% among 330,000; PI5P4Kalpha enzyme, ADP-Glo luminescence, 60 min; hits give low values; P48426; AID 652105; max response, %; active = max response of -50% or lower; inconclusive = between -30% and -50%; inactive = -30% or higher; note: value at the top dose of about 77 µM; % is set by controls: 0 for no effect and ±100 for the full control effect
Target sequence (P48426 whole entry, looked up): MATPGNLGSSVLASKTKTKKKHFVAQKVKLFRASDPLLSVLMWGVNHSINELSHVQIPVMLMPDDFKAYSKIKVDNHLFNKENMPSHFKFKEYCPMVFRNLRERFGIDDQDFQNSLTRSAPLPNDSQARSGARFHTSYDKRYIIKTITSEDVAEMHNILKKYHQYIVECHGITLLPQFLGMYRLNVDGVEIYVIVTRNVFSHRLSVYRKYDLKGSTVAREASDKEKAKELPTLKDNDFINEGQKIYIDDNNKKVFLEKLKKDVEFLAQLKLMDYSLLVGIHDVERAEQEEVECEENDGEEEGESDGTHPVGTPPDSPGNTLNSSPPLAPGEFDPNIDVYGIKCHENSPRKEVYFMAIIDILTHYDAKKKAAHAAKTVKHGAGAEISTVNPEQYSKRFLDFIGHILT
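Compounds were pin-transferred onto PI5P4Kalpha and substrate in HEPES pH 7.4 buffer with EGTA, CHAPS and 5% DMSO. ATP (5 microM final) started the reaction, which ran 60 minutes at room temperature before ADP-Glo detection.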
EPAC1 ag: agonists of human EPAC1 | O95398 | Potency, µM (doses to about 154 µM), for inactives: at the highest dose activation, most hits filed as activators | AID 720707 | hit rate 0.073% among 360,000 | EPAC1 agonist qHTS, biochemical assay; response scale: 100% = response to 6.5 mM cAMP; note: potency is the fitted concentration of half-maximal effect; nearly all actives have a fitted effect of over 60% in size
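Nucleotide exchange assay: 100 nM EPAC1 with 250 nM Rap1B loaded with BODIPY-GDP and 50 uM GDP, room temperature. Fluorescence (480/540 nm) read every 5 min for 30 min; signal change normalized to 6.5 mM cAMP as full agonist.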
IL-2 act: activators of IL-2; IL-2 activation reporter assay, cell-based qHTS; stimulated with anti-CD3/CD4/CD28 beads; in transgenic mouse T cells; activation, % (series mostly up to about 46 µM); hit rate 0.065% among 360,000; in the data active = activation above about 50%; inconclusive = mostly about 30% to 49%; note: 0% is about no effect
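Unstimulated transgenic mouse T cells, 750 per well, received compound and, after 60 minutes, anti-CD3/anti-CD4 bead plus anti-CD28 stimulation. EGFP and DsRed were quantified after 18 hours.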
The depositor's hits bear a star; i = inactive; ? = inconclusive; · = not tested or not shown; & = joins results of further samples; [ ] = dose if it differs, or a comment. Unless noted, calls come from the whole dose curve; as a rule, active = well fitted curve in the direction sought with a large enough effect; inconclusive = small, poorly fitted or top-dose-only effect, or another doubt; inactive = no such curve, though single readings can be large; an effect the other way counts as inactive or inconclusive. Some of the compounds tested; the hit share may differ from the screen's.

SMILES | GLP-1R inv ag | HEK293 tox | GLP1R ag | EPAC1 antagonist | PLK1 PBD inh | PTHR1 ag | PI5P4Ka inh | EPAC1 ag | IL-2 act
O=C1NC(=O)N(c2ccccc2)C(=O)/C1=C/c1ccc([N+](=O)[O-])s1 | 0% | 30% | -2% | ? | 2.7µM* | -38%[inhibitor] | -72* | 8% | -3.7
COC(=O)C1=C(c2ccc(OCc3ccccc3)cc2)C[C@@H]2CC[C@H]1N2C | ? | -23% | 2% | -11% | -12% | -10% | 3 | -18% | -2.6
CC(=O)c1c(C)[nH]c(C(=O)N2CCC3(CC2)OCCO3)c1C | 15% | 9% | -3% | -17% | -7% | -5%[57.5 µM] | -1 | -3% | 0.0
COC(=O)[C@@]1(Sc2ccc(C)cc2)CC(=O)N(P(=O)(OC)OC)[C@@H]1c1ccccc1 | 1% | 1% | -4% | -8% | -5% | -11% | 0 | -11% | -0.8
CCN1CCN(C(c2cccs2)C(C)NC(=O)Oc2ccccc2)CC1 (stereo not given) | -29% | -16% | 5% | 0% | -5% | i | 2 | -10% | 1.1
CC(=O)Oc1ccc(-c2ccc(C(=O)Nc3cccc(S(=O)(=O)N4CCOCC4)c3)cc2)cc1 | 1.4µM* | ? | 0% | -8% | -18% | -51%[inhibitor] | -4 | 10% | 1.8
CN1CCN(c2c(C#N)c(C(F)(F)F)nn2C)CC1 | 9% | 4% | 2% | 3% | -26% | -1% | -2 | -5% | -0.7
CC[C@@H](CO)C1CC2NC3CC4(c5ccccc5N(C)[C@@H]24)C(O)C31 (stereo not given in full) | -11% | -9% | -7% | -9% | -1% | -7% | -1 | -5% | -0.6
CCCNC(=O)N1[C@H]2CC[C@@H]1C(C(=O)OC)=C(c1ccc(OC)c(OC)c1)C2 | 10% | 9% | -2% | 23% | -22% | 6% | -85* | 1% | 0.7
C=CCn1c(O)c(C(CC)=NC2CC2)c(=O)[nH]c1=O | 7% | -10% | 2% | 2% | -3% | -1%[57.5 µM] | -8 | 5% | -0.9
O=C(NCc1nnc(SCc2ccccc2)n1-c1ccc(F)cc1)C12CC3CC(CC(C3)C1)C2 | ? | ? | 15% | -19% | -7% | -26% | 0 | 6% | 0.3
O=c1c2ccccc2nc(Cc2ccccc2)n1-c1cccc(O)c1 | 1%[0.307 µM] | -9%[0.307 µM] | 5% | 4% | -12% | -24% | -2 | -3% | 0.6
CC(C)c1ccc2c(c1)C(N1CCNCC1)Cc1ccc(F)cc1S2 (stereo not given) | ? | ? | 10% | -24% | 0% | 20% | 31 | -9% | -0.8
O=C(Nc1ccc(F)cc1)NC1CCN(Cc2ccccc2)CC1 | ? | -26% | -1% | -15% | -4% | -32%[inhibitor] | 0 | -7% | -3.7
CN1CCN(c2nc([N+](=O)[O-])nn2C)CC1 | 7% | 1% | -1% | -14% | -4% | 6% | -4 | -1% | -3.0

Next section; the last 5 above are carried over.
SMILES | GLP-1R inv ag | HEK293 tox | GLP1R ag | EPAC1 antagonist | PLK1 PBD inh | PTHR1 ag | PI5P4Ka inh | EPAC1 ag | IL-2 act
O=C(NCc1nnc(SCc2ccccc2)n1-c1ccc(F)cc1)C12CC3CC(CC(C3)C1)C2 | ? | ? | 15% | -19% | -7% | -26% | 0 | 6% | 0.3
O=c1c2ccccc2nc(Cc2ccccc2)n1-c1cccc(O)c1 | 1%[0.307 µM] | -9%[0.307 µM] | 5% | 4% | -12% | -24% | -2 | -3% | 0.6
CC(C)c1ccc2c(c1)C(N1CCNCC1)Cc1ccc(F)cc1S2 (stereo not given) | ? | ? | 10% | -24% | 0% | 20% | 31 | -9% | -0.8
O=C(Nc1ccc(F)cc1)NC1CCN(Cc2ccccc2)CC1 | ? | -26% | -1% | -15% | -4% | -32%[inhibitor] | 0 | -7% | -3.7
CN1CCN(c2nc([N+](=O)[O-])nn2C)CC1 | 7% | 1% | -1% | -14% | -4% | 6% | -4 | -1% | -3.0
CC[C@H]1C2C[C@H]3[C@@H]4N(C)c5ccccc5C45C[C@H](C2[C@H]5O)N3[C@@H]1O (stereo not given in full) | -15% | 0% | 4% | 0% | 5% | -16% | 1 | -8% | -0.2
O=c1c2ccccc2nc(SCC2CCCCO2)n1-c1ccccc1 (stereo not given) | -18% | -4% | 9% | 0% | 19% | i | 0 | 7% | -0.6
Fc1ccc(C2=CCN(C(c3cccs3)c3nnnn3CCc3ccccc3)CC2)cc1 (stereo not given) | ? | -10% | 0% | -11% | ? | i | 14 | 0% | -1.0
CC1CN=C(NCc2ccncc2)S1 (stereo not given) | 13% | -11% | 0% | 8% | -6% | i | -2 | -1% | 0.4
CCOC(=O)/C(CCCN(CC)CC)=N\O | 5% | -2% | 0% | -9% | -6% | i | 8 | 5% | 2.3
CCOC(=O)c1ccc(NC(=O)c2c(O)[nH]c(=O)[nH]c2=O)cc1 | 19% | 4% | -14% | 0% | -2% | i | -2 | 0% | -0.3
N#CC(C#N)=NNc1ccc(S(=O)(=O)N2CCCC2)cc1 | ? | -3% | -16% | ? | -10% | -92%[inhibitor] | ? | -3% | -1.1
NC1C2CN3CCN(C2)CC1(c1ccccc1)C3 (stereo not given) | -26% | -1% | -5% | 16% | 1% | i | 3 | 4% | -0.1
COc1cccc(-n2c(-c3ccoc3)nc3ccccc3c2=O)c1 | 3% | -29% | 8% | 4% | -5% | -7%[57.5 µM] | · | 9% | -3.6
Cc1ncoc1C(=O)NCC1=C(c2ccc3ccccc3c2)C[C@@H]2CC[C@H]1N2Cc1ccco1 | ? | -9% | 7% | 12% | -9% | -9% | -2 | -12% | -0.7
CCOC(=O)[C@]12Cc3cc4c(cc3[C@H]1N(Cc1ccccc1)C(=O)c1ccccc12)OCO4 | ? | -10% | -1% | -13% | -18% | i | 0 | 1% | -0.5
COC(=O)[C@@H]1C[C@@]1(C)[C@@H](NP(=O)(c1ccccc1)c1ccccc1)c1ccccc1 | 2% | 3% | 4% | -4% | -1% | i | -4 | 3% | 0.7
CN1CCCC(C(O)(c2ccccc2)c2ccccc2)C1 (stereo not given) | ? | 8% | -3% | 0% | 3% | i | 2 | -9% | -0.2
CSc1ncc(CN2CCCC(C(=O)c3sccc3C)C2)cn1 (stereo not given) | -26% | 0% | 13% | 24% | -10% | -14% | 2 | 6% | -0.3
CCOC(=O)c1c(NC(=O)c2c(N)n(CCCOC)c3nc4ccccc4nc23)sc2c1CCCC2 | 35%[activator] | 10% | -1% | 8% | -7% | -44%[inhibitor][57.5 µM] | · | 6% | 5.5
CCOC(=O)[C@]12Cc3c(cc(OC)c(OC)c3OC)[C@H]1N(C)C(=O)c1cc(OC)ccc12 | ? | -26% | -13% | 7% | 13µM* | -28% | 1 | 9% | -0.8
CCCn1c(C)c(C(=O)c2cccc3ccccc23)c2ccccc21 | ? | -1% | -3% | -18% | -1% | -19% | 11 | -14% | -0.6
C[C@]12CCC(=O)C=C1C=CC1C2CC[C@]2(C)C(=O)CCC12 (stereo not given in full) | 61%[activator] | -5% | 2% | -7% | -4% | -9% | 7 | 4% | -0.4
CCOc1ccccc1CNCCc1ccc2c(c1)OCO2 | ? | 2% | 7% | -23% | -23% | i | 0 | 3% | -0.2
O=C1C(Cc2cnc[nH]2)NC(=S)N1c1ccccc1 (stereo not given) | 8% | -3% | 1% | -1% | -9% | -2% | 1 | -4% | 0.6
COC(=O)C1=C(c2ccccc2OCc2ccccc2)C[C@@H]2CC[C@H]1N2C(=O)NCCCOC(C)C | 12% | 0% | 16% | -4% | 0% | i | 4 | -19% | -2.6
NC1=NC(=O)N2CC12 (stereo not given) | 2% | 5% | 0%&-3% | 4% | -1% | i | 4 | 11% | 0.0
CCN(CC)c1ccc(/C=C2\C(=O)NC(=S)N(c3ccc(OC)cc3OC)C2=O)o1 | 9% | ? | 2% | 1% | 121%[activator] | i | 7 | ? | 0.9
CC(Cc1ccccc1)NC(=O)CCCCC(=O)NC(C)Cc1ccccc1 (stereo not given) | -20% | 4% | 11% | -10% | -21% | -8% | 6 | -5% | -0.4
COc1ccc(Cl)cc1C(=O)C1CCCN(CCO)C1 (stereo not given) | ? | -7% | 6% | -11% | -4% | i | 1 | -9% | 1.5
COc1cccc(N=Nc2c(O)[nH]c(=S)[nH]c2=O)c1 | 7% | ? | 5% | -27% | -11% | -9% | ? | 14% | 0.0
Cc1c(Br)c(=O)oc2cc(OCC(=O)N3C[C@H]4C[C@@H](C3)c3cccc(=O)n3C4)ccc12 | 29% | 0% | 4% | 0% | 3% | -11% | -1 | -26% | 0.8
CCOCC(=O)NC1CCSC1=O (stereo not given) | 10% | -2% | 0% | 8% | -8% | i | 2 | 1% | -2.0
C=CCC1(CN2CCCCCC2=O)C(=O)NC(=O)NC1=O | -4% | -14% | -15% | 6% | -1% | -4%[57.5 µM] | -7 | -3% | 3.4
CC(=NCC1CCCO1)c1c(O)n(-c2ccccc2)c(=O)[nH]c1=O (stereo not given) | -1% | 1% | 14% | 17% | -10% | -3%[57.5 µM] | 0 | -3% | -0.8
